Screening data deposited in PubChem BioAssay by The Scripps Research Institute Molecular Screening Center.
CHO parental Ca = ATP-evoked calcium signal inhibitors, parental CHO, primary screen, counter-screen for OX1R antagonist project, cell-based, fluorescence, Fluo-8 calcium dye. parental CHO-K1, ATP-induced calcium, Fluo-8 fluorescence. inhibition, % at 5.6 µM. 330,000 compounds, 0.63% hits. AID 463079, 2010;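 active = inhibition above that plate's mean sample inhibition plus 3 SD, cut at about 26% in these data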;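 also: 0% = ATP-challenged DMSO wells and 100% = DMSO wells without ATP; some compounds past the cut are filed as inactive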
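material = parental CHO cells | also added = ATP as calcium-mobilizing challenge | dosing = single point at 5.6 µM | detection = intracellular calcium via Fluo-8 no-wash fluorescent dye | read-out = % inhibition | benchmarks = low control ATP plus DMSO, high control DMSO only | repeats = one well per compound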
CHO-K1 Ca ag = counter-screen for M1 agonists: effect in parental CHO-K1 cells; Fluo-8 calcium fluorescence; scaled to maximal ATP response, vehicle zero; 360,000 compounds, 0.48% hits; activation, % at 3 µM; in the data active = activation above about 15%;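 also: untransfected CHO-K1 host cells lacking M1 receptor as counterscreen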
TAAR1 agonist = human TAAR1 agonists, primary screen, Fluo-8 calcium fluorescence, CHO RD-HGA16 cells. 360,000 compounds, 0.99% hits. activation, % at 3 µM. vehicle wells 0%, saturating PEA agonist 100%;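 active = activation above the mean activation of all test compounds in the run plus 3 SD, cut at about 38% in these data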
Target sequence (Q96RJ0 whole entry, looked up): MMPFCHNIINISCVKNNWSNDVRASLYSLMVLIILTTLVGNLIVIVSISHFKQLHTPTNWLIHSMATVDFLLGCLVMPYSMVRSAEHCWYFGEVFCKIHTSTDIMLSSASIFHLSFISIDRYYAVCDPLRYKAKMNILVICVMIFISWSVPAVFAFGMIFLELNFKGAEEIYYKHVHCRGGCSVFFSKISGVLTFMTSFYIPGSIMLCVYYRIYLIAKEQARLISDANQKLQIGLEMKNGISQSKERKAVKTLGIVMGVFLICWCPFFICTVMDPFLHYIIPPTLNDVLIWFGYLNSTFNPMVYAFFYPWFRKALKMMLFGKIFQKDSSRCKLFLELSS
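Benchmarks: low control DMSO, high control PEA (EC100); System: CHO RD-HGA16 cells carrying human TAAR1 plus Gα16; Detection: Fluo-8 fluorescence, 5 s baseline then 140 s kinetic read; Schedule: 17-24 h plating, Fluo-8 75 min 37 °C, 30 min RT; Read-out basis: % activation from peak over basal fluorescence ratio, DMSO-to-PEA scaled.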
CHO-K1 Ca PAM = nonselective calcium activators in parental CHO-K1 cells, primary screen, counter-screen for M1 PAM project, cell-based, Fluo-8 calcium fluorescence, full deck, 1536-well; ATP EC20; 0% at ATP EC20, 100% at ATP max; activation, % at 3 µM; 360,000 compounds, 0.02% hits;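 active = activation above the run cutoff, the mean activation of all test compounds plus 3 SD, cut at about 40% in these data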;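 also: peak over basal fluorescence ratio in a 140 s read after ATP addition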
CHRM1 agonist = human M1 muscarinic receptor agonists, primary screen, Fluo-8 calcium fluorescence, CHO-K1 cells, HTS | 360,000 compounds, 0.33% hits | Muscarinic acetylcholine receptor M1 (Homo sapiens), P11229 | activation, % at 3 µM | AID 588814, 2011 | CHO-K1 hM1, agonist mode; 0% DMSO, 100% acetylcholine EC100;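 active = activation above the run's mean compound activation plus 3 SD, cut at about 16% in these data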;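 also: peak over basal fluorescence ratio within a 140 s kinetic read after compound addition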
Target sequence (P11229 whole entry, looked up): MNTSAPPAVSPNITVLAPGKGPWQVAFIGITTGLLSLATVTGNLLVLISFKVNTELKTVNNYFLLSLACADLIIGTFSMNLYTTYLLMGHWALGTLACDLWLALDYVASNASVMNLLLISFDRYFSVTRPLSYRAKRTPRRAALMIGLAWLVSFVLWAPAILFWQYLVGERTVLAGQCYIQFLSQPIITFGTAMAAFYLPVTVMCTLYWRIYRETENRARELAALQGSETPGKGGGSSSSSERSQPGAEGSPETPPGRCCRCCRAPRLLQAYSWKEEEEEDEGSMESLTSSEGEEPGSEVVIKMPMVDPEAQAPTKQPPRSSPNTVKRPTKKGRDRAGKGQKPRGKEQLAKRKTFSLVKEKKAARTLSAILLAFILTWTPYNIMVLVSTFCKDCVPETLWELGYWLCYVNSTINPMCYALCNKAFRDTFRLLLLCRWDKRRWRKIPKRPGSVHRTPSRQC
CHO-K1 Ca antag = M1 antagonist counterscreen hit in parental CHO-K1 cells; inhibition, % at 3 µM; ATP-induced calcium, Fluo-8 fluorescence; 360,000 compounds, 0.6% hits;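 active = inhibition above a per-plate cutoff, the plate's mean sample inhibition plus 3 SD, cut at about 24% in these data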;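 also: 0% = DMSO plus EC80 ATP and 100% = DMSO alone without ATP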
OXTR potentiator = human OXTR potentiators, primary screen, fluorescence, CHO-OTR cells, Fluo-8 calcium | AID 2445, 2010 | Oxytocin receptor (Homo sapiens), P30559 | activation, % at 3 µM | 320,000 compounds, 0.061% hits | Fluo-8 calcium fluorescence, potentiator mode; 0% = oxytocin EC15, 100% = EC100;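 active = activation above that plate's cutoff, the mean activation of tested compounds plus 3 SD, cut at about 6.6% in these data, passing the limit was not always enough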;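 also: 100% uses oxytocin at 75 nM as the full agonist control; some results filed as inactive read as strong as hits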
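Assay system: CHO-OTR cells, human receptor / Also added: oxytocin at about EC15, sub-maximal agonist stimulus / Dosing: single dose, 3.0 µM nominal final compound concentration / Incubation: 6 min pre-incubation, 100 s read / Technique: Fluo-8 calcium dye fluorescence / Read-out: % activation vs EC15 and EC100 oxytocin / Benchmarks: EC15 oxytocin low, 75 nM oxytocin high / Replicates: singlicate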
TAAR1 antag = human TAAR1 antagonists, primary screen, Fluo-8 calcium fluorescence, CHO RD-HGA16 cells. Trace amine-associated receptor 1 (Homo sapiens), Q96RJ0. antagonist. inhibition, % at 3 µM. 360,000 compounds, 1.5% hits. AID 624466, 2012;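 active = inhibition above a per-plate cutoff, the mean inhibition of test compounds on that plate plus 3 SD, cut at about 49% in these data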;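 also: 0% = DMSO plus EC80 beta-PEA response and 100% = DMSO alone without agonist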
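Test system: hTAAR1-expressing CHO RD-HGA16 cells, Gα16-coupled; Probe or stimulus: EC80 β-phenethylamine stimulus; Compound dosing: single nominal final test compound concentration of 3 µM; Timing: 140 s kinetic read after compound, 140 s after agonist; Signal: Fluo-8 calcium-sensitive fluorescence; Measure: % inhibition of agonist calcium response; Controls: DMSO and EC80 PEA controls.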
CHRM1 antagonist = human M1 muscarinic receptor antagonists, primary screen, CHO-K1 cells, Fluo-8 calcium fluorescence, 1536-well; Muscarinic acetylcholine receptor M1 (Homo sapiens), P11229; CHO-K1 hM1, ACh EC80 antagonist; inhibition, % at 3 µM; 360,000 compounds, 1.3% hits;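 active = percent inhibition above its own plate's cutoff, namely the mean of that plate's compound wells plus 3 SD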;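 also: peak over basal fluorescence ratio during 140 s after agonist addition; 0% = ACh EC80 plus DMSO and 100% = DMSO alone without agonist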
An asterisk follows results filed as active; . = not tested or not shown. Hits appear at their usual frequency (roughly 4.2% active in at least one column).

smiles	CHO-K1 Ca ag	CHRM1 agonist	OXTR potentiator	TAAR1 antag	CHRM1 antagonist	CHO parental Ca	TAAR1 agonist	CHO-K1 Ca antag	CHO-K1 Ca PAM
COC(=O)c1nn(-c2ccccc2)c(=O)cc1Oc1ccccc1	0.0	-4	1	6	-5	-3	10	10	-5
COCCN1Cc2cccc(C(=O)Nc3c(C)cccc3C)c2C1=O	0.0	-6	-5	-2	-5	-9	4	-13	8
COc1ccc(S(=O)(=O)N(C)C[C@H]2Oc3ccc(NC(=O)c4ccncc4)cc3C(=O)N([C@H](C)CO)C[C@@H]2C)cc1	-0.1	-6	0	-19	-1	-14	3	-15	-5
OC(COc1ccc(Cl)cc1)CN1CCN(c2ccccn2)CC1 (stereo not drawn)	2.7	-6	-4	-15	-2	-7	2	-4	15
CCC(C)NC(=O)c1ccccc1NC(=O)CN(c1cc(C)ccc1OC)S(C)(=O)=O (stereo not drawn)	0.9	-10	-17	-12	-4	-4	7	-11	6
CCOc1ccc(NC(=O)c2ccccc2NC(=O)CN2CCCCCC2)cc1	-0.2	-5	.	-38	2	.	2	1	-10
COc1ccc(CCOC(=O)c2cccc(NC(C)=O)c2)cc1	6.2	-1	-10	5	-2	-7	2	-8	21
COc1ccc(CCNC(=O)c2ccc(CN3CCOCC3)cc2)cc1	0.1	-6	-1	-16	-17	-10	12	-15	-2
CC(=O)c1ccc(N(C(=O)c2csnn2)C(C(=O)NC2CCCC2)c2ccccc2)cc1 (stereo not drawn)	0.0	-5	1	-5	-4	-16	-1	-11	7
CC(SCc1ccccc1)C(=O)Nc1ccccc1 (stereo not drawn)	-0.1	-5	-2	3	-9	-4	0	-14	19
O=C(CN1CCOc2ccccc21)N1CCN(c2cccc(Cl)c2)CC1	0.9	0	-17	22	3	-12	2	-9	33
CC(Oc1cc2oc(=O)c3c(c2cc1Cl)CCCC3)C(=O)NCc1cccnc1 (stereo not drawn)	0.1	-2	-7	-6	0	-34	6	-19	14
CCC(C)NC(=O)Nc1ccc2c(c1)N(C)C(=O)c1ccccc1S2 (stereo not drawn)	2.3	1	-3	8	-6	-5	33	-3	2
COc1ccc2c(c1)CC(C(=O)Nc1ccc(Cl)cc1)/C(=N/O)O2 (stereo not drawn)	1.5	-3	.	2	-10	.	-1	-5	-9
C=CCn1c(SCc2c(C)noc2C)nnc1C1COc2ccccc2O1 (stereo not drawn)	3.7	-1	-15	24	5	-25	6	-7	16
CCCCn1nc(C(=O)Nc2ccc3c(c2)OCO3)c2ccccc2c1=O	-0.9	-4	0	25	-6	-34	6	-3	-8
COC(=O)[C@]1(CC(C)C)N[C@H](c2ccc(-c3ccc(C(C)=O)cc3)cc2)[C@@H]2C(=O)N(C)C(=O)[C@@H]21	0.5	-2	-7	3	-5	-11	5	-10	14
Cc1ccccc1C(=O)NNC(=O)C1CC(=O)N(Cc2ccccc2)C1 (stereo not drawn)	1.4	-1	-11	-7	-9	-7	0	-2	-5
COc1ccccc1CNCc1ccc(OC)c2ccccc12	5.2	1	-14	-3	-1	8	13	-6	5
CCOC(=O)/C(C)=N/NC(=O)c1cccc([N+](=O)[O-])c1	1.2	-6	3	14	-11	-12	2	-12	22
Cc1ccccc1-c1nnc(SCC(=O)Nc2ccc3c(c2)OCCO3)n1N	-0.5	-5	5	-2	-3	-1	2	11	-4
CSCC[C@H](NC(=O)[C@@H]1Cc2ccccc2CN1)C(=O)NC(C)c1ccccc1 (stereo partly drawn)	2.8	-3	-10	-8	5	-37	1	-10	10
O=C(Nc1ccc2c(c1)OCCO2)c1c[nH]c(=O)n(-c2ccc(F)c(Cl)c2)c1=O	3.6	3	-4	-11	-11	-14	6	-12	13
CCOc1ccc(NC(=O)CNC(=O)c2cccs2)cc1	0.8	-2	-1	-16	-16	-4	3	-12	24
N#CC1=C(N)NC(=S)C(C(N)=O)C1c1ccc(Cl)cc1Cl (stereo not drawn)	0.5	-1	-14	-5	-1	-2	4	-12	16
c1ccc(CSc2ccc(-c3cccnc3)nn2)cc1	0.0	-8	4	-11	-15	-7	-1	-4	11
CCCS(=O)(=O)n1nc(-c2ccc(C)cc2)cc1N	-0.4	-6	-1	3	-6	2	-3	1	10
CC(=O)c1ccc(NC(=O)CSc2nc3nn(-c4ccccc4)c(=O)c-3c3n2CCCCC3)cc1	-0.3	-6	.	-5	13	.	-1	-13	-11
COc1ccc(OCC(O)CN2C(=O)NC(C)(C)C2=O)cc1 (stereo not drawn)	-0.3	-2	-19	-9	-9	-6	18	9	-4
Cc1ccc(OS(=O)(=O)c2cn(C)c(=O)n(C)c2=O)cc1C	0.4	-8	0	-14	-5	-16	5	-9	4
CCOC(=O)C1(CCC(=O)OCc2ccccc2)CCCCC1=O (stereo not drawn)	0.9	-2	.	0	-8	.	0	-8	12
COCCNC(=S)N/N=C(\C)c1cccc([N+](=O)[O-])c1	0.6	-9	-7	-15	-14	-1	0	-5	15
O=C(COC(=O)CNC(=O)c1ccc(Cl)cc1Cl)NC1CCCCC1	-0.7	12	.	-20	-8	.	0	4	-9
Cn1nc2c3ccccc3n(Cc3ccc(F)cc3)c2nc1=S	0.3	-1	-5	-14	-2	-6	4	-3	-7
O/N=C(/CN(O)/C=C1/C=CC=N1)c1cccs1	0.3	-2	4	7	-23	-1	5	-21	30
COc1cc(/C=N/NC(=O)c2ccc(N)cc2)ccc1OC(=O)c1cccc(C)c1	3.4	0	.	46	-8	.	11	-9	19
O=C(Nc1ccnn1C1CCN(CCCc2ccccc2)CC1)c1ccccc1Cl	2.6	-6	-6	-11	5	-23	4	-4	6
CN1OC[C@@H]2CN(C(=O)C(C)(C)C)[C@H](c3cccc(Oc4ccccc4)c3)C[C@@H]21	0.5	-5	.	10	-6	.	0	-20	22
O=C(NCC(=O)N(Cc1cccs1)C(C(=O)NC1CCCC1)c1ccncc1)c1ccco1 (stereo not drawn)	-0.2	-4	-2	-9	8	-15	5	5	4
O=S(=O)(O)C(c1ccccc1)C1(O)CCCCC1 (stereo not drawn)	4.3	-2	.	-20	-11	.	0	-4	-13
COc1ccc2oc(C(=O)OCC(=O)N(C)CC(=O)Nc3ccc(F)cc3)c(C)c2c1	-0.2	0	-11	-31	-25	-23	5	11	-15
COc1ccc(-c2cnc(C(O)c3ccc(CN4CCCCC4)cc3)[nH]2)cc1 (stereo not drawn)	0.2	-5	.	-21	-15	.	2	-5	18
COC(=O)N1CC(c2ccccc2)CC1=O (stereo not drawn)	1.4	-5	-7	15	-4	2	0	-10	28
O=c1[nH]c(CN2CCN(c3ccccc3O)CC2)nc2ccccc12	0.6	1	-11	3	-3	-19	6	-1	6
Cc1ccc(NC(=O)c2cc(S(=O)(=O)N3CCCCC3)c[nH]2)cc1F	0.2	4	-7	11	-14	5	1	3	-10
Cc1cc(OCC(=O)OCC(=O)NCc2ccco2)ccc1Cl	1.9	-2	-6	-13	-19	-2	2	-1	5
COc1ccc(-n2cc(-c3ccccc3)c3c(=O)[nH]cnc32)cc1	-0.1	7	-5	7	-2	-4	-1	19	-12
C/C(N)=C(/C#N)C(=O)CSc1nc2ccccc2n1CC(C)C	0.4	-6	1	5	10	-13	1	-1	11
Oc1ccccc1-c1nc(N2CCN(Cc3ccccc3)CC2)c2ccccc2n1	-0.1	-3	-2	-7	-16	-13	4	0	3
O=C(CNC(=O)C1CCCCC1)NNC(=O)c1ccc(Cl)cc1Cl	0.1	-2	4	-28	-7	-6	0	-6	6
Cc1ccc(OCC(O)CN2CCOCC2)cc1C (stereo not drawn)	1.8	-4	8	5	-10	-2	4	-10	15
CCOc1ccccc1NC(=O)NNC(=O)CCc1ccc(OC)cc1	0.6	-1	.	1	-1	.	4	-2	-1
O=C(CSCc1ccc(Br)cc1)N1CCOCC1	1.6	-6	-1	-6	-14	-8	7	-20	5
COc1ccc(NC(=O)CN(C)C(=O)c2ccccc2OCC(=O)Nc2cccc(C(F)(F)F)c2)cc1	3.6	3	-21	37	8	-3	12	0	11
COC(=O)CC(=O)CSc1nc2c(cc1C#N)CCC2	0.1	3	-3	-16	-31	-5	0	-23	26
O=C(NCc1ccc(Cl)cc1)C(=O)c1cn(CC(=O)N2CCOCC2)c2ccccc12	0.8	-2	-2	-4	0	-22	4	-10	-2

(continued)
smiles	CHO-K1 Ca ag	CHRM1 agonist	OXTR potentiator	TAAR1 antag	CHRM1 antagonist	CHO parental Ca	TAAR1 agonist	CHO-K1 Ca antag	CHO-K1 Ca PAM
Cc1ncc(N=Nc2ccccc2)c(-c2ccccc2)n1	-0.2	-4	-1	-5	-26	-20	15	1	8
Cc1cccc2cc(CN(CC3CCCO3)C(=O)c3cnccn3)c(=O)[nH]c12 (stereo not drawn)	0.9	-3	.	-9	-5	.	-1	-12	23
O=C(NC1CCCC1)c1ccc(Cn2c(=O)[nH]c3ccsc3c2=O)cc1	0.2	3	-7	-19	-7	-14	7	7	-4
O=C(NNC(=O)c1ccccc1Cl)c1cccnc1	1.1	0	-8	-5	-8	-18	0	-17	25
COC(=O)C(O)(CC(=O)c1ccc(OC)cc1)C(F)(F)F (stereo not drawn)	0.1	-3	-2	4	-9	5	12	6	6
CC(=O)c1ccc(NC(=O)CN2c3cccc4cccc(c34)S2(=O)=O)cc1	0.7	-3	-4	11	-17	-13	2	-18	20
